AID inhibitor: Primary qHTS assay for inhibitors of Activation Induced Cytidine Deaminase (AID): AID signal; Single-stranded DNA cytosine deaminase (Homo sapiens), Q9GZX7; AID deamination FRET fluorescence, UDG-coupled, 4 h; Potency, µM (series often up to 115 µM), for inactives: top-dose activity change, negative = inhibition, actives largely listed as inhibitors; 91,000 tested, 0.32% active; AID 1347428, 2020; note: nearly all actives have a fitted effect of over 25% in size
Target sequence (Q9GZX7 whole entry, looked up): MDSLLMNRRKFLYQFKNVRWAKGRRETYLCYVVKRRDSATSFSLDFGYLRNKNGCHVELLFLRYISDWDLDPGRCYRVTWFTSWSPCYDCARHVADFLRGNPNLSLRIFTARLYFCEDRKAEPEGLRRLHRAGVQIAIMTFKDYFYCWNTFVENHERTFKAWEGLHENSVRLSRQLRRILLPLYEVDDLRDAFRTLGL
UDG counter: Primary qHTS assay for inhibitors of Activation Induced Cytidine Deaminase (AID): UDG Counterscreen signal; FRET deamination/UDG coupled assay, UDG read, 4 h; Potency, µM (highest dose often 115 µM), for inactives: at the top dose activity change, negative = inhibition, most hits filed as inhibitors; 91,000 tested, 0.14% active; AID 1347430, 2020; note: nearly all actives have a fitted effect of over 65% in size
Numbers without * were called inactive; u = inconclusive; [ ] = remark or other dose. Calls come from the whole dose curve; as a rule, active = well fitted curve in the direction sought with a large enough effect; inconclusive = small, poorly fitted or top-dose-only effect, or another doubt; inactive = no such curve, though single readings can be large; an effect the other way counts as inactive or inconclusive. % is set by controls: 0 for no effect and ±100 for the full control effect; potency is the fitted concentration of half-maximal effect. This is a subset, so the mix of outcomes need not match the whole.

| smiles | AID inhibitor | UDG counter |
| --- | --- | --- |
| CCCn1c(C)cc(C(=O)COC(=O)Cn2cnc3c2c(=O)n(C)c(=O)n3C)c1C | -10% | 2% |
| CCOC(=O)Cc1ccc(NC(=O)N2CC(CC)Oc3ccccc32)cc1 (centres undefined) | 1% | 4%[57.5 µM] |
| COc1ccc(NC(=O)CN2CCN(Cc3ccccc3)S2(=O)=O)c(OC)c1 | -8% | 20% |
| Cc1ccccc1CNC(=O)C1CCN(c2nnc(-n3c(C)ccc3C)s2)CC1 | 5% | -2% |
| C=CCOc1nc2c(c(=O)n(C)c(=O)n2C)n1Cc1cccc(Br)c1 | 2% | -4% |
| CCOc1ccc(NC(=O)C(Sc2ccccc2)c2ccccc2)cc1 (centres undefined) | 6% | 2% |
| COc1ccc(-n2cc(C(=O)NC(C)c3ccccc3)c3ccccc3c2=O)cc1 (centres undefined) | 2% | 13% |
| COc1ccccc1NC(=O)NCCCN1CCN(c2ccc(F)cc2)CC1 | 0% | -3% |
| CCOC(=O)c1c(C)n(-c2ccccc2)c2ccc(OC(=O)c3cc(OC)cc(OC)c3)cc12 | u | -11%[57.5 µM] |
| Cc1ccc2c(=O)cc(CSc3ncn[nH]3)[nH]c2c1C | 0% | -17%[57.5 µM] |
| O=C(/C(=C/c1ccccc1F)c1nc2ccccc2o1)c1ccccc1 | -15% | -6% |
| FC(F)Sc1nc2ccccc2s1 | 1% | 1% |
| Cc1oc2cc(OS(C)(=O)=O)ccc2c(=O)c1-c1ccc(Cl)cc1 | -7% | 3% |
| COCCNC(=O)CSc1cc(C)c2cc(C)cc(C)c2n1 | -1% | 7% |
| CC(C)(C)NC(=O)c1cc2cc(Br)ccc2oc1=O | 1% | 1% |
| CC(C)(C)c1ccc(C(=O)OCc2c(Cl)cccc2Cl)cc1 | -6% | -3% |
| Cc1ccccc1C(=O)N1CCCCC1CO (centres undefined) | -2% | 4% |
| Fc1cccc(-c2nc(COc3ccccc3Br)co2)c1 | -10% | 3% |
| CCOC(=O)c1nn2c(C(F)(F)F)cc(-c3ccc(C)cc3)nc2c1Cl | 5% | -13% |
| COCCn1c(C(=O)NCc2ccc(OC)cc2)nc2ccccc2c1=O | 5% | 9% |
| CCCCN(CCCNC(=O)c1ccc(Sc2ccc(Cl)cc2)c(NC(C)=O)c1)c1ccccc1 | -22% | -17% |
| CCOc1ccc2c(c1)c(=O)c(C(=O)c1ccc(CC)cc1)cn2CC(=O)Nc1ccc2c(c1)OCCO2 | 1% | 7% |
| Cc1ccc(Cl)cc1NC(=O)C(C)n1nc(-c2ccccc2)ccc1=O (centres undefined) | u | -7% |
| CCOc1ccc(C(=O)NCc2nc3cccnc3n2Cc2cccc(OC)c2)cc1 | 4% | 5% |

Complete entries as entered above. Order of values: AID inhibitor | UDG counter
Profile of COc1ccccc1NC(=O)NCCCN1CCN(c2ccc(F)cc2)CC1 → 0% | -3%
Profile of Cc1oc2cc(OS(C)(=O)=O)ccc2c(=O)c1-c1ccc(Cl)cc1 → -7% | 3%
Profile of FC(F)Sc1nc2ccccc2s1 → 1% | 1%

Continued.
| smiles | AID inhibitor | UDG counter |
| --- | --- | --- |
| O=C(O)c1nn(CCOc2ccccc2F)c(=O)c2ccccc12 | -3% | 5% |
| O=C(CCc1ccccc1)Nc1ccc(-c2nc(-c3ccccc3)co2)cc1 | -4% | 26% |
| CCCNc1c(NC(=O)c2ccc(Br)o2)c(=O)oc2ccccc12 | 7% | 1% |
| COc1ccc(CNC(=O)C(=O)NCC(c2ccco2)S(=O)(=O)c2cccs2)cc1 (centres undefined) | -10% | 18% |
| N#Cc1c(SCCN2CCOCC2)nc(N2CCCC2)c2c1CCCC2 | -19% | -5% |
| Cc1cccc(C(=O)N2CCCCC2CCN2CCCCC2)c1 (centres undefined) | 5% | -9% |
| Cn1c(=O)n(C)c2cc(NC(=O)CN3C(=O)COc4ccc(C(C)(C)C)cc43)ccc21 | -12% | -6% |
| CCOc1ccc(NC(=O)Cn2c(=O)c(CNc3ccc(OC)cc3)cc3ccc(OC)cc32)cc1 | 22% | 2% |
| Cc1ccc(Sc2ccc(N3CCCC(C(=O)Nc4ccc(F)c(Cl)c4)C3)nn2)cc1 (centres undefined) | 5% | -2% |
| CC1CCN(S(=O)(=O)c2nnc(NC(=O)c3ccc(C(C)C)cc3)s2)CC1 | -5% | -2% |
| COc1ccc(Nc2nc(-c3ccc(CN(C)C(C)=O)cc3)cs2)cc1 | -5% | 4% |
| COc1cccc(CCNC(=O)c2c(O)nc3cc(C)ccn3c2=O)c1 | -2% | -1% |
| COCCCNC(=O)C(C#N)c1nc2ccccc2nc1N1CCN(Cc2ccccc2)CC1 (centres undefined) | -7% | 3% |
| Cc1ccc(-c2nn3c(=O)cc(CN4CCN(C(=O)/C=C/c5ccccc5)CC4)nc3s2)cc1 | 14% | 43%[activator] |
| Cc1ccc(C)c(NC(=O)C(CC(C)C)N2Cc3ccccc3C2=O)c1 (centres undefined) | u | u |
| CC(NC(=O)CCCc1nc2ccccc2o1)c1ccccc1 (centres undefined) | 1% | 16% |
| Cc1ccc(-n2nc(C)c3c(C)cc(=O)n(CC(=O)Nc4cc(Cl)ccc4C)c32)cc1 | 18% | 8% |
| COc1cc(/C=C(/C#N)C(=O)c2ccccc2)ccc1OC(=O)c1ccc(F)cc1 | u | 8% |
| COc1ccccc1/C=C/C(=O)c1ccc(C)cc1OC | -16% | -9% |
| COc1cccc(-c2noc(COC(=O)Cc3n[nH]c(=O)c4ccccc34)n2)c1 | -10% | -12% |
| O=C(Nc1sc2c(c1C(=O)O)CCCC2)c1cccs1 | -10% | 9% |
| CCc1ccc(C(=O)c2sc(Nc3cccc(Cl)c3)nc2N)cc1 | -6% | 47%[activator] |
| COc1cccc2c1Oc1nc(-c3ccccc3)nc(SCC(=O)Nc3ccccc3)c1C2 | 8% | -10% |
| CNC(=O)c1ccc(N(Cc2ccccc2C)S(C)(=O)=O)cc1 | -11% | -2% |

Retrieved one by one from above:
| smiles | AID inhibitor | UDG counter |
| --- | --- | --- |
| CC(NC(=O)CCCc1nc2ccccc2o1)c1ccccc1 (centres undefined) | 1% | 16% |
| COCCCNC(=O)C(C#N)c1nc2ccccc2nc1N1CCN(Cc2ccccc2)CC1 (centres undefined) | -7% | 3% |
| Cc1ccc(-c2nn3c(=O)cc(CN4CCN(C(=O)/C=C/c5ccccc5)CC4)nc3s2)cc1 | 14% | 43%[activator] |

Next part.
| smiles | AID inhibitor | UDG counter |
| --- | --- | --- |
| COc1cccc(NC(=O)C2CCN(c3cc(C)nc4c(-c5ccc(Cl)cc5)c(C)nn34)CC2)c1 | 9% | -8% |
| CCC(=O)C1=C(c2ccc(C3CCCCC3)cc2)N(C(=O)CC)n2cnnc2S1 | 10% | 32%[activator] |
| Cc1sc2nc(C(C)Sc3nnnn3C)[nH]c(=O)c2c1C (centres undefined) | 0% | 35%[activator] |
| CCc1nc2nc(C)[nH]n2c(=O)c1NC(=O)Nc1cccc(C(F)(F)F)c1 | 0% | -8% |
| CC(NC(=O)CCNS(=O)(=O)c1cccc2nsnc12)c1ccccc1 (centres undefined) | 2% | 6% |
| O=C(Nc1cccc(N2CCCC2=O)c1)c1ccc(-n2cnc3ccccc32)cc1 | -9% | -4% |
| O=C(NCc1cccc(Oc2ccccc2)c1)C(=O)c1c[nH]c2ccccc12 | -16% | -3% |
| Cc1ccccc1-c1noc(C23CC4CC(CC(C4)C2)C3)n1 | -8% | -5% |
| CCCN1Cc2cccc(C(=O)Nc3cccc(C(=O)OCC)c3)c2C1=O | 4% | -16% |
| CC1(C)O[C@H]2[C@@H](O1)[C@@H](C(=O)Oc1ccc(Cl)cc1)O[C@@H]1OC(C)(C)O[C@@H]12 | -3% | -6% |
| Cc1c(NC(=O)c2cc(-c3ccc(Br)cc3)on2)c(=O)n(-c2ccccc2)n1C | 4%[57.5 µM] | -6%[57.5 µM] |
| Cc1ccc(-c2cc(C(=O)Nc3cccc(CO)c3)c3ccccc3n2)cc1 | -8% | -13% |
| CCCCOc1ccc(S(=O)(=O)NCc2csc(-c3ccc(OC)cc3)n2)cc1 | 10% | -1% |
| Cc1cccc(NC(=O)C2CCC(CNS(=O)(=O)c3ccc4c(c3)CCCC(=O)N4)CC2)c1C (centres undefined) | 16% | 6% |
| CSCCC(NC(=O)c1ccccc1)C(=O)NCc1ccc(C(F)(F)F)cc1 (centres undefined) | -3% | 0% |
| CC1(C(=O)NC2CC3CC2C2CCCC32)CC1(Cl)Cl (centres undefined) | -10% | -7% |
| COc1ccc(CN2C(=O)C(NC(=O)c3ccccc3C)(C(F)(F)F)N=C2c2ccccc2)cc1 (centres undefined) | 19% | 1% |
| CC1=C(C(=O)Nc2cc(C)ccc2C)C2(CCCCCC2)OC1=O | 6% | -28% |
| COc1cc(/C=C(/C#N)C(=O)c2ccccc2)cc(Br)c1O | -14% | 8% |
| COc1cc(OC)c(OC)cc1CNC(=O)Nn1cnc2ccccc21 | 0% | -15% |
| COC(=O)c1cc(-c2cccc(OC)c2)nc2ccccc12 | -6% | 5% |
| COc1cc(C(=O)n2nc(-c3ccco3)nc2NCc2ccc(Cl)cc2)cc(OC)c1OC | -4% | 4% |
| CC1CCCCN1C(=O)CSc1n[nH]c(-c2ccccc2Cl)n1 (centres undefined) | 2% | 37%[activator] |
| Cc1ccc(Cl)cc1NC(=O)Cn1ncc2c(C)n(Cc3ccccc3F)c(C)c2c1=O | -15% | -8% |
| COc1cccc(C(=O)Nc2ccc3oc(-c4ccc(F)cc4)cc(=O)c3c2)c1 | 13% | -2% |
| CC(=O)OC1=CSc2cccc3cccc1c23 | 1% | -3% |
| COc1ccc(N2CCN(C(=O)Cn3nc(Cc4cccnc4)c4ccccc4c3=O)CC2)cc1 | -6% | -4%[57.5 µM] |
| CCCCOC(=O)c1ccc(NC(=O)c2cc(=O)c3ccccc3o2)cc1 | 23% | -4% |
| CSc1ccccc1C(=O)N1CC(C)CC(C)C1 (centres undefined) | 5% | 0% |
| COc1ccccc1N1CCN(C2C(=O)c3ccccc3N2C(C)=O)CC1 (centres undefined) | 81%[activator] | 1% |
| Cc1ccc2oc(=O)cc(CSc3nc(C)cc(C)c3C#N)c2c1 | 2% | 0% |
| Cc1ccc(-n2nc(C)c3c(C(=O)O)cc(C)nc32)cc1 | 19% | 0% |
| CC(C)C(=O)NCC(c1ccc2c(c1)OCO2)N1CCN(c2ccccc2)CC1 (centres undefined) | 4% | -6% |
| CC(C)(C)OC(=O)N1CCC(c2c(C(=O)N3CCN(c4ccccn4)CC3)cnn2-c2cccc(F)c2)CC1 | u | 24% |
| Cc1cccc2c(-c3ccccc3)c(-c3ccccc3)[nH]c12 | -13% | -7% |
| Cc1cccc(NC(=O)CN(C)S(=O)(=O)c2ccc3c(c2)c(=O)n(C)c(=O)n3C)c1 | -1% | -5% |
| Cc1ccc(C(C)NC(=O)C2(c3cccc(F)c3)CCOCC2)s1 (centres undefined) | -9% | -5% |
| CC(Sc1ccc2c(c1)OCCCO2)C(=O)Nc1ccc(Br)cc1 (centres undefined) | -8% | -12% |
| CC(=O)c1ccc(NC(=O)Cn2c(C)cc(=O)n3nc(-c4cccs4)nc23)cc1 | -1% | 4% |
| Cc1cc(=O)oc2cc(OCC(=O)Nc3nc4ccccc4[nH]3)ccc12 | -11% | 3% |
| Cc1ccc(S(=O)(=O)C2(C(=O)Nc3ccc(C(C)C)cc3)CC2)cc1 | -21% | -16%[57.5 µM] |
| Cc1ccc(S(=O)(=O)N2CCN(CCNC(=O)COc3ccccc3)CC2)cc1 | -2% | -5% |
| Cc1ccccc1C(=O)N1CCC(C(=O)NCc2coc(-c3cccs3)n2)CC1 | 10% | 5% |
| CCOCCCNC(=O)c1ccc(NC(=O)C23CC4CC(CC(C4)C2)C3)cc1 | 3% | 4% |
| Cc1cc(C)c2c(CC(=O)N(Cc3ccc(N(C)C)cc3)Cc3ccco3)coc2c1 | u | -11% |
| CN(C(=O)NCc1noc2ccccc12)c1cccc(Cl)c1 | 0% | 0% |
| N#CCC(=O)Nc1ccccc1Oc1ccccc1 | 2% | -1% |
| COc1cccc(-n2c(=O)c3c4c(sc3n(Cc3ccc(C)cc3)c2=O)CCCC4)c1 | 14% | -11%[57.5 µM] |
| Fc1cccc(Cl)c1CNc1ccc(Cl)cc1 | -15% | -7% |
| Cc1c(C(=O)OC2CCCCCC2)[nH]c2c1C(=O)CC(c1ccc(Cl)cc1)C2 (centres undefined) | 1% | 4% |
| O=C(Cn1cc(SCc2ccccc2)c2ccccc21)N1CCCCC1 | 1% | -8% |
| CC1CCCN(C(=O)c2ccc(S(=O)(=O)Nc3ccccc3Cl)cc2)C1 (centres undefined) | -8% | -2% |
| COc1cccc(CNC(=O)C2CCN(Cc3cc4ccccc4n3Cc3ccc(C)cc3)CC2)c1 | -16% | -17%[57.5 µM] |
| CCOCCOc1nc2c(c(=O)n(C)c(=O)n2C)n1Cc1cccc2ccccc12 | -12% | -3% |
| COc1cccc(CNC(=O)Cn2c(=O)cc(C(F)(F)F)c3c(C)nn(C)c32)c1OC | -11% | -4% |
| COc1ccc(-c2nn3c(-c4ccccc4)nnc3c3ccccc23)cc1 | -2% | 13% |
| N#C/C(=C\c1ccc(-c2ccc(Br)cc2)o1)c1nc2ccccc2[nH]1 | -12% | -6% |
| Cc1ccc(NC(=O)Cn2c(=O)n(CCCCC(=O)NCCc3ccccc3)c(=O)c3ccccc32)c(C)c1 | -4% | -6% |
| O=C1CCc2cc(S(=O)(=O)NCc3ccccc3)cc3c2N1CC3 | -11% | 4% |

From PubChem
